hERG rescue: compounds protecting human hERG from proarrhythmic drug block; activation (rescue from dofetilide block), less the hit threshold, % at 10 µM; actives 0.51% (n = 310,000); CHO-hERG, FluxOR thallium flux, dofetilide IC70 present; AID 1511; Q12809;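 active = activation above the mean of controls blocked by dofetilide plus 5 SD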;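 note: thallium influx through hERG after potassium depolarization seen as dye fluorescence rise; in these data hits start at about 4.7%; inactives centre near -7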
GSK3A inh: inhibitors of human GSK-3 alpha kinase; P49840; ADP-Glo luminescence, 60 min; inhibition, % at 10 µM; actives 0.1% (n = 320,000); AID 2650;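 in the data active = inhibition above about 50%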;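 note: GST-tagged GSK-3 alpha with peptide substrate and 25 µM ATP; 0% = DMSO neutral wells and 100% = GW8510 positive control wells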
KCNK3 inh: human KCNK3 channel inhibition, primary screen | O14649 | CHO-KCNK3 thallium flux, FluxOR fluorescence; active compounds read low | B-score at 10 µM | actives 0.84% (n = 340,000) | AID 602410;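 active = B-score under library mean minus 4 SD, starting fluorescence ratio at most library mean plus 5 SD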;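 note: more negative B-score means stronger inhibition of thallium flux through KCNK3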
GSK3B inh: inhibitors of human GSK3beta kinase. GST-GSK3beta kinase, ADP-Glo luminescence, 60 min; active compounds read low. activity score (negative = inhibition), % at 10 µM. actives 0.038% (n = 300,000);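 active = more than half of replicate wells score below -50%, meaning over 50% inhibition versus plate controls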;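 note: 0% = median DMSO wells and -100% = median GW8510 positive control wells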
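test system = GST-tagged human GSK3beta kinase, cell-free | reagent = 25 µM ATP with peptide substrate | dosing = one dose of 10 µM per compound | schedule = 60 min reaction, RT | detection = luminescent ADP-Glo measurement of ADP formed | control set = DMSO neutral wells and GW8510 at 20 µM as positive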
RGS4 pot: potentiators or activators of RGS4; B-score at 10 µM; AID 463111; HEK293 M3R/inducible RGS4, carbachol calcium flux Fluo4; active compounds read low; actives 0.92% (n = 310,000);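 active = B-score of the integrated calcium signal more than 4 SD below the library mean, with starting fluorescence not abnormally high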;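 note: negative B-score means reduced calcium response which marks RGS4 activation or potentiation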
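System – HEK293 FlpIn-TREx cells, stable M3R, doxycycline-inducible RGS4 · Reagent – ECmax carbachol challenge · Times – compound preincubation 20 min at room temperature before agonist · Technique – Fluo4 fluorescence kinetic imaging of calcium · Measure – B score of integrated Fluo4 ratio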
RGS4 inh: inhibitors of human RGS4; HEK293 M3R/RGS4 inducible, Fluo-4 calcium flux; active compounds read high; triggered by carbachol at its EC20; actives 0.45% (n = 310,000); AID 463165; B-score at 10 µM; P49798;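 active = B-score, a plate-corrected calcium signal, over three deviations above library mean, with baseline fluorescence within five deviations of library mean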;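 note: RGS4 expression induced by doxycycline in cells with stable M3 receptor; B-score is computed from the integrated fluorescence ratio over baseline after carbachol; higher B-score means a larger calcium signal and so more RGS4 inhibition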
KCNK9 inh: human KCNK9 channel inhibition | actives 1.2% (n = 310,000) | AID 488922 | B-score at 10 µM | HEK293 KCNK9, FluxOR thallium flux fluorescence; active compounds read low;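 active = ratio B-score over 3 SD below the library mean, with starting fluorescence within 5 SD of its mean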;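 note: negative B-score means less thallium flux so channel inhibition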
Target sequence (Q9NPC2 whole entry, looked up): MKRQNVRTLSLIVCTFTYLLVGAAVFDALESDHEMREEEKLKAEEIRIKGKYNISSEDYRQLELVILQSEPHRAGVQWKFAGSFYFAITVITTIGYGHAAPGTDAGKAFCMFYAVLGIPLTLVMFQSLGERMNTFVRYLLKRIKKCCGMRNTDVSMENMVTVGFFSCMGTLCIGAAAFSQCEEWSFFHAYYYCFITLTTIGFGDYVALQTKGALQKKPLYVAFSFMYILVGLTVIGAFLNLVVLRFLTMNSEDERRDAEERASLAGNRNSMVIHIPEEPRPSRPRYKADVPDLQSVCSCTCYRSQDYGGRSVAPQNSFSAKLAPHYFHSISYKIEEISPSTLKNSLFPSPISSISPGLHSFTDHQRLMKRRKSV
KCNQ1 inh: inhibitors of human KCNQ1 potassium channel. P51787. CHO-K1 KCNQ1, FluxOR thallium flux fluorescence; active compounds read high. B-score at 10 µM. actives 1.3% (n = 310,000). AID 2642;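 active = compounds whose thallium flux B-score, printed positive for inhibition, exceeds three library SD while starting fluorescence stays within three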;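 note: channel opened by potassium depolarization with thallium stimulus after 20 min compound exposure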
Target sequence (P51787 whole entry, looked up): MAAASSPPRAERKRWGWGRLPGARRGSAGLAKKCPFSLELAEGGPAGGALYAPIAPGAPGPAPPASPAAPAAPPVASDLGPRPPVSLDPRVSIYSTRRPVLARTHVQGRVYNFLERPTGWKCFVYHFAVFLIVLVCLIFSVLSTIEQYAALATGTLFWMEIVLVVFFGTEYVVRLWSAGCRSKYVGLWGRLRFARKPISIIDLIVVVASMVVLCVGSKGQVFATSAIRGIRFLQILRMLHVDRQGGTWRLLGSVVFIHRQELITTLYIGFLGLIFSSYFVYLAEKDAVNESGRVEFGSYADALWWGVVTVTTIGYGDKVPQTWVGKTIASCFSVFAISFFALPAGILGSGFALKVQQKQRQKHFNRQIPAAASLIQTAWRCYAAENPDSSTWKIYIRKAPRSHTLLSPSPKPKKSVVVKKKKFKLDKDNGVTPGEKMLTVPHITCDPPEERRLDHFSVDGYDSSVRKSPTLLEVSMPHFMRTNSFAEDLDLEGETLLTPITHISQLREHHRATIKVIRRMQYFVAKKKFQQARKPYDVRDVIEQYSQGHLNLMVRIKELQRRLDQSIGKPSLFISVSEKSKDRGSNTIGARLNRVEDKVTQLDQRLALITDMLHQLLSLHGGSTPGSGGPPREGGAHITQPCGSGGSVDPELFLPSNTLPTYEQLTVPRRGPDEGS
DYRK1A inh: Dyrk1A (rat) kinase inhibition | Q63470 | ADP-Glo luminescence, NFATc1 peptide | inhibition, % at 12.5 µM | actives 0.43% (n = 310,000); in the data active = inhibition above about 50%;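 note: plate controls were vehicle with enzyme for no effect and no enzyme for full effect; many of its hits are not listed in these tables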
KCNQ1 pot: human KCNQ1 channel potentiation or activation | P51787 | CHO-K1 KCNQ1, thallium flux FluxOR fluorescence; active compounds read high | B-score at 10 µM | actives 0.35% (n = 310,000);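 active = fluorescence ratio B-score, a plate-corrected score, at least three library SD, with initial intensity B-score within 5 SD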
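System: CHO-K1 cells stably expressing KCNQ1 / Medium: assay buffer for compound exposure, DMSO matched across wells / Reagent: thallium- and potassium-containing depolarizing buffer / Compound: one concentration, matched DMSO / Incubation: 20 min compound pretreatment at room temperature / Measured by: kinetic FluxOR fluorescence, 10 s baseline plus 110 s post-stimulus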
PolyA inhibitor: yeast polyadenylation inhibition; S. cerevisiae SKY197-pL101 polyadenylation reporter, beta-gal luminescence; efflux-impaired pdr1/pdr3 knockout yeast; score 100 = 6 SD above DMSO; calls only at 12 µM; actives 0.02% (n = 300,000); AID 1875;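 active = lowest replicate activity score at least 50, where 100 means six control SD above control mean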;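 note: yeast exposed to compound for 9 h at 30 °C; higher score means more reporter readthrough which indicates perturbed polyadenylation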
Starred values were filed as active, the others as inactive.

`O=c1c(C=NCCN2CCNCC2)c(-c2ccccc2)[nH]n1-c1ccc([N+](=O)[O-])cc1` gave hERG rescue -18.0, GSK3A inh -2.6, GSK3B inh 2.3, RGS4 pot inactive, RGS4 inh inactive, KCNK9 inh inactive, KCNQ1 inh inactive, KCNQ1 pot inactive and PolyA inhibitor inactive.
Screening COc1ccc(NC(=O)CC2C(=O)N(Cc3ccccc3)C(=S)N2CCN2CCOCC2)cc1 (stereo not drawn) returned hERG rescue -4.5, GSK3A inh -1.7, KCNK3 inh inactive, GSK3B inh 3.0, RGS4 pot inactive, RGS4 inh inactive, KCNK9 inh inactive, KCNQ1 inh inactive, DYRK1A inh -8.1, KCNQ1 pot inactive and PolyA inhibitor inactive.
For COc1ccc(CC2(CO)CCN(Cc3ccc4nsnc4c3)CC2)cc1 the results were hERG rescue -2.9, GSK3A inh -1.5, KCNK3 inh inactive, GSK3B inh 4.7, RGS4 pot inactive, RGS4 inh inactive, KCNK9 inh inactive, KCNQ1 inh inactive, DYRK1A inh -3.4, KCNQ1 pot inactive and PolyA inhibitor inactive.
For COc1ccc(C2=NN(CC(=O)Nc3ccccc3C)C(=O)CC2)cc1 the results were hERG rescue -4.6, GSK3A inh 1.2, KCNK3 inh inactive, GSK3B inh 2.6, RGS4 pot inactive, RGS4 inh inactive, KCNK9 inh inactive, KCNQ1 inh inactive, DYRK1A inh 5.5, KCNQ1 pot inactive and PolyA inhibitor inactive.
`CC(C)CNC(=S)N1CCN(C(c2ccccc2)c2ccccc2)CC1` gave hERG rescue -7.8, GSK3A inh 0.2, KCNK3 inh inactive, GSK3B inh -0.5, RGS4 pot inactive, RGS4 inh inactive, KCNK9 inh inactive, KCNQ1 inh inactive, DYRK1A inh 0.0, KCNQ1 pot inactive and PolyA inhibitor inactive.
For CC1CN(c2ccc(C(=O)c3ccccc3C(=O)O)cc2[N+](=O)[O-])CC(C)O1 (stereo not drawn) the results were hERG rescue -10.5, GSK3A inh -0.6, KCNK3 inh inactive, GSK3B inh 1.5, RGS4 pot inactive, RGS4 inh inactive, KCNK9 inh inactive, KCNQ1 inh inactive, DYRK1A inh -4.3, KCNQ1 pot inactive and PolyA inhibitor inactive.
For O=c1[nH]c2cc3c(cc2cc1CN(CCCO)Cc1nnnn1Cc1ccc(F)cc1)OCO3 the results were hERG rescue -7.6, GSK3A inh -0.3, KCNK3 inh inactive, GSK3B inh 1.6, RGS4 pot inactive, RGS4 inh inactive, KCNK9 inh inactive, KCNQ1 inh inactive, DYRK1A inh 0.5, KCNQ1 pot inactive and PolyA inhibitor inactive.
`CCCCCCC12CCC(C(=O)O)(CC1)CC2` gave hERG rescue -0.3, GSK3A inh -4.7, GSK3B inh 7.4, RGS4 pot inactive, RGS4 inh inactive, KCNK9 inh inactive, KCNQ1 inh inactive, KCNQ1 pot inactive and PolyA inhibitor inactive.
For CC(=O)Nc1ccc2nc(-c3ccc(Br)o3)[nH]c2c1 the results were hERG rescue -9.1, GSK3A inh -0.1, KCNK3 inh inactive, GSK3B inh -0.3, RGS4 pot inactive, RGS4 inh inactive, KCNK9 inh inactive, KCNQ1 inh inactive, DYRK1A inh 6.6, KCNQ1 pot inactive and PolyA inhibitor inactive.
Screening Cn1cccc1/C=N/NC(=O)Cn1cnc2ccccc21 returned hERG rescue -6.5, KCNK3 inh inactive, GSK3B inh 1.3, RGS4 pot inactive, RGS4 inh inactive, KCNK9 inh inactive, KCNQ1 inh inactive, DYRK1A inh -4.1, KCNQ1 pot inactive and PolyA inhibitor inactive.
Screening COC(=O)c1ccc(CSc2nnnn2-c2ccccc2)o1 returned hERG rescue -6.6, GSK3A inh 2.1, KCNK3 inh inactive, GSK3B inh 3.2, RGS4 pot inactive, RGS4 inh inactive, KCNK9 inh inactive, KCNQ1 inh inactive, DYRK1A inh 8.2, KCNQ1 pot inactive and PolyA inhibitor inactive.
`Cc1ccccc1C(=O)Nc1cccc(-c2nnc(SCC(=O)O)n2C)c1` gave hERG rescue -7.5, GSK3A inh 1.1, KCNK3 inh inactive, GSK3B inh -0.7, RGS4 pot inactive, RGS4 inh inactive, KCNK9 inh inactive, KCNQ1 inh inactive, DYRK1A inh -3.1, KCNQ1 pot inactive and PolyA inhibitor inactive.
CCOC(=O)C(Cc1ccc(O)cc1)NC(=O)CNC(=O)C(CC(C)C)NC(=O)OC(C)(C)C (stereo not drawn) was read as hERG rescue -13.6, GSK3A inh 1.1, KCNK3 inh inactive, GSK3B inh -1.3, RGS4 pot inactive, RGS4 inh inactive, KCNK9 inh inactive, KCNQ1 inh inactive, DYRK1A inh -3.5, KCNQ1 pot inactive and PolyA inhibitor inactive.
For CCCNC(=O)CNC(=S)N(Cc1cc(OC)c(OC)c(OC)c1)C1CCCC1 the results were hERG rescue -6.6, GSK3A inh 0.3, KCNK3 inh inactive, GSK3B inh -1.2, RGS4 pot inactive, RGS4 inh inactive, KCNK9 inh inactive, KCNQ1 inh inactive, DYRK1A inh 2.7, KCNQ1 pot inactive and PolyA inhibitor inactive.
For Cc1c(C(=O)N2CCN(S(C)(=O)=O)CC2)oc2ccccc12 the results were hERG rescue -8.7, GSK3A inh -1.0, KCNK3 inh inactive, GSK3B inh -2.3, RGS4 pot inactive, RGS4 inh inactive, KCNK9 inh inactive, KCNQ1 inh inactive, DYRK1A inh -8.4, KCNQ1 pot inactive and PolyA inhibitor inactive.
CC(C)c1ccc(N2C(=O)C3C4C=CC(CC4)C3C2=O)cc1 (stereo not drawn) was read as hERG rescue -10.4, GSK3A inh -1.4, KCNK3 inh inactive, GSK3B inh -2.8, RGS4 pot inactive, RGS4 inh inactive, KCNK9 inh inactive, KCNQ1 inh inactive, KCNQ1 pot inactive and PolyA inhibitor inactive.
Screening O=C(Nc1cccc(-c2ccc(F)cc2)c1)C1CCCN(C(=O)c2cscn2)C1 (stereo not drawn) returned hERG rescue -6.3, GSK3A inh 1.2, KCNK3 inh inactive, RGS4 pot inactive, RGS4 inh inactive, KCNK9 inh inactive, KCNQ1 inh inactive, DYRK1A inh 3.6, KCNQ1 pot inactive and PolyA inhibitor inactive.
`C#CCSc1nc(C)cc(C(=O)OCC)c1C#N` gave hERG rescue -11.0, GSK3A inh 0.3, KCNK3 inh inactive, GSK3B inh -4.4, RGS4 pot inactive, RGS4 inh inactive, KCNK9 inh inactive, KCNQ1 inh inactive, DYRK1A inh -5.2, KCNQ1 pot inactive and PolyA inhibitor inactive.
Screening CCC(Oc1ccccc1)C(=O)Nc1ccccc1N1CCCC1 (stereo not drawn) returned hERG rescue -12.0, GSK3A inh -0.9, KCNK3 inh -12.7*, GSK3B inh -3.3, RGS4 pot inactive, RGS4 inh inactive, KCNK9 inh -11.5*, KCNQ1 inh inactive, DYRK1A inh 13.1, KCNQ1 pot inactive and PolyA inhibitor inactive.
Screening CCCNS(=O)(=O)c1cccn1-c1ncc(C(F)(F)F)cc1Cl returned hERG rescue -4.2, GSK3A inh 3.1, KCNK3 inh inactive, GSK3B inh -2.0, RGS4 pot inactive, RGS4 inh inactive, KCNK9 inh inactive, KCNQ1 inh inactive, DYRK1A inh -5.3, KCNQ1 pot inactive and PolyA inhibitor inactive.
Screening O=c1[nH]c2ccccc2cc1CN(CC1CCCO1)S(=O)(=O)c1ccc(Cl)cc1 (stereo not drawn) returned hERG rescue -4.5, GSK3A inh 1.2, KCNK3 inh inactive, GSK3B inh 1.9, RGS4 pot inactive, RGS4 inh inactive, KCNK9 inh inactive, KCNQ1 inh inactive, DYRK1A inh 1.5, KCNQ1 pot inactive and PolyA inhibitor inactive.
For Cc1cc(/C(N)=N/OC(=O)c2cccc(Cl)c2)no1 the results were hERG rescue -7.1, GSK3A inh 0.8, KCNK3 inh inactive, GSK3B inh 2.6, RGS4 pot inactive, RGS4 inh inactive, KCNK9 inh inactive, KCNQ1 inh inactive, DYRK1A inh 4.4, KCNQ1 pot inactive and PolyA inhibitor inactive.
`Cn1c(CSc2nc3ccccc3n2C)nc2ccccc21` gave hERG rescue -9.0, GSK3A inh -0.2, KCNK3 inh inactive, GSK3B inh 0.4, RGS4 pot inactive, RGS4 inh inactive, KCNK9 inh inactive, KCNQ1 inh inactive, DYRK1A inh -5.0, KCNQ1 pot inactive and PolyA inhibitor inactive.
Screening N#C/C(=C\c1ccc(OCc2ccc(C(=O)O)cc2)cc1)C(=O)N1CCOCC1 returned hERG rescue -4.3, GSK3A inh 0.1, KCNK3 inh inactive, GSK3B inh 1.0, RGS4 pot inactive, RGS4 inh inactive, KCNK9 inh inactive, KCNQ1 inh inactive, DYRK1A inh 2.9, KCNQ1 pot inactive and PolyA inhibitor inactive.
CSc1cccc(-n2ccc(=O)c(C)c2C)c1 was read as hERG rescue -5.1, GSK3A inh -0.1, KCNK3 inh inactive, GSK3B inh -3.9, RGS4 pot inactive, RGS4 inh inactive, KCNK9 inh inactive, KCNQ1 inh inactive, DYRK1A inh 1.8, KCNQ1 pot inactive and PolyA inhibitor inactive.
Cc1cccc(N2CCN(C(=S)Nc3ccc4nc(N5CCOCC5)cc(C)c4c3)CC2C)c1 (stereo not drawn) was read as hERG rescue -5.1, KCNK3 inh inactive, GSK3B inh 6.1, RGS4 pot inactive, RGS4 inh inactive, KCNK9 inh inactive, KCNQ1 inh inactive, DYRK1A inh 2.6, KCNQ1 pot inactive and PolyA inhibitor inactive.
Screening c1ccc(-c2cnnc(-c3ccccn3)n2)cc1 returned hERG rescue -6.1, GSK3A inh -5.2, KCNK3 inh inactive, GSK3B inh 0.8, RGS4 pot inactive, RGS4 inh inactive, KCNK9 inh inactive, KCNQ1 inh inactive, DYRK1A inh 15.3, KCNQ1 pot inactive and PolyA inhibitor inactive.
Cc1cc(N2CCN(c3ccc([N+](=O)[O-])c4cccnc34)CC2)c2ccccc2n1 was read as hERG rescue -12.8, GSK3A inh -0.9, KCNK3 inh inactive, GSK3B inh 4.1, RGS4 pot inactive, RGS4 inh inactive, KCNK9 inh inactive, KCNQ1 inh inactive, DYRK1A inh -4.7, KCNQ1 pot inactive and PolyA inhibitor inactive.

Source: PubChem BioAssay

The list is partial; count on the stated rates, not on these rows.
